Screening results as filed in PubChem BioAssay.
MT stabilize HCS – microtubule stabilization, imaging screen; HeLa tubulin immunostaining HCS, 24 h; share of cells brighter than vehicle mean+2SD; % tubulin-high responders, % at 10 µM; actives 0.83% (n = 200,000); AID 2205;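 active = plate Z-score above 3 for both tubulin-high and condensed-nucleus cell shares, with cell loss under 80%, at 10 µM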;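 also: anti alpha tubulin signal scored within the nucleus-defined area of each cell; some results filed as inactive read as strong as hits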
TNAP activation fold – stimulation of alkaline phosphatase TNAP activity – biochemical, luminescent, no phosphate acceptor, uHTS, primary screen (AID 1001) | purified TNAP, luminescent activation assay, no phosphate acceptor; higher activation fold means a stronger effect | actives 0.03% (n = 200,000) | activation fold at 20 µM, or EC50 in µM where a hit was titrated; in the data active = activation fold from about 3, or a potency from the dose series; inactive = the rest, 99 in 100 with activation fold below about 1.6; also: many of its hits are not listed in these tables
Myeloid diff MLP – promotes myeloid progenitor differentiation | calls only at 10 µM | AID 624256 | ER-HoxA9 myeloid progenitors, lysozyme-GFP differentiation, flow cytometry | actives 1% (n = 360,000);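 active = normalized GFP-positive differentiation at or above the plate's own cutoff, the solvent-only control mean plus 3 SD; inconclusive = no clear call, values can overlap the other calls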;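 also: cells exposed to compound for four days before flow analysis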
Lipid droplet – hepatic lipid droplet formation modulation | AML12 mouse hepatocytes, oleate lipid droplets, BODIPY imaging | inhibition, % at 6.5 µM | actives 0.4% (n = 240,000);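 active = lipid droplet intensity inhibited by at least 50%, with more than 500 cells counted; inconclusive = wells with under 300 cells, treated as cytotoxic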
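Assay system: AML12 hepatocytes (mouse); Probe or stimulus: oleic acid at 100 µM to induce lipid droplet formation; Dosing: compound at 6.5 µM only; Schedule: compound with oleate, overnight; Detection: fluorescence imaging, 20x objective, two fields per well; Measure: % inhibition of lipid droplet signal.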
T cell HTS – T cell immune modulation candidate; actives 0.068% (n = 330,000); 2C CD8+ T cell-vesicle binding, flow cytometry; stronger effect = lower value; calls only at 7 µM;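 active = response, share of CD8 T cells binding vesicles, and their 90th percentile fluorescence all below set limits, cut at about 80% in these data, passing the limit was not always enough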
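material = purified 2C TCR transgenic mouse naive CD8+ T cells | controls = Unloaded micro-vesicles (low), QL9 vesicles with 0.7% DMSO (high) | detection = cytometric PE anti-B7-1 and Alexa647 anti-CD8 signals after 1% paraformaldehyde fixation | incubation = binding step 1.5 h, 37 °C, antibody labelling 20 min, ice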
Dynein transport – dynein cargo transport inhibition | 3617.4 mouse cells, GR-EGFP nuclear translocation imaging; test concentration mostly 20 µM; stimulated with dexamethasone, 1 µM; stronger effect = lower value | z-score, hits read low | actives 0.47% (n = 220,000) | AID 1381;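 active = plate z-score of nuclear minus cytoplasmic receptor signal below a set negative limit, without overly bright fluorescence or cell loss, cut at about -3.5 in these data, passing the limit was not always enough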;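 also: z-score of nuclear minus cytoplasmic ring GR-EGFP intensity difference per well; some compounds called inactive have numbers as strong as hits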
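Also added: dexamethasone, 1.0 µM final. Medium: tet-free, stripped-serum medium. Detection: fixed, Hoechst-stained cells imaged at 10x for EGFP. Read-out: nuclear-to-cytoplasmic GR-EGFP distribution per well. Times: induction 48 h, compound 1 h, agonist 30 min.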
Ins promoter up – MIN6 insulin promoter up-regulation; MIN6 insulin promoter-GFP reporter, high-content imaging; stronger effect = higher value; z-score at 5 µM; actives 0.3% (n = 190,000); AID 1625;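 active = z-score above 3 at 5 µM with at least 500 cells counted in the well; inconclusive = wells under 500 cells, flagged as cytotoxic or low count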
b-catenin transl – modulators of beta-catenin nuclear translocation | HeLa beta-catenin nuclear translocation, immunofluorescence imaging | nuclear translocation activity, % at 5 µM | actives 0.3% (n = 190,000) | AID 1665;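 active = nuclear translocation activity above 50% at 5 µM, with a well cell count of 50 or more; inconclusive = wells under 50 cells across six images, flagged as toxic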;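 also: per-cell ratio of nuclear to cytoplasmic median beta-catenin stain intensity; plate controls were DMSO negative control for no effect and GSK-3 inhibitor IX positive control for full effect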
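Assay system: human HeLa cells, native beta-catenin; doses: 5 µM primary, 0.02–20 µM confirmation; incubation: compound treatment 24 h, 37°C, 5% CO2; technique: fluorescence imaging of beta-catenin antibody stain plus DAPI; measure: % activation, nuclear-to-cytoplasmic median beta-catenin signal ratio per cell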
human PMI inhibition – inhibitors of human PMI, primary screen, biochemical, fluorescence intensity, coupled assay (AID 1209); purified PMI enzyme, coupled fluorescence intensity; higher % means a stronger effect; inhibition, % at 20 µM, or IC50 in µM where a hit was titrated; actives 0.42% (n = 190,000); in the data active = inhibition above about 50%;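 also: plate controls were DMSO vehicle for no effect and wells lacking substrate for full effect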
Dynein transport cytoplasmic EGFP – second read-out of Dynein transport, no call of its own (marks repeat the call); z-score; measured here: cytoplasmic GR-EGFP intensity; stronger effect = higher value
Dynein transport nuclear GR-EGFP – also measured in Dynein transport; calls as there; z-score; measured here: nuclear GR-EGFP intensity;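 lower value marks the stronger effect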
Dynein transport cell count – second read-out of Dynein transport, no call of its own (marks repeat the call); z-score; measured here: cell count per field
Ins promoter up cell count – also measured in Ins promoter up; calls as there; cell count; measured here: cytotoxicity, nuclei count;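 total cells summed across four imaged fields per well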
Lipid droplet cells 6.5 µM – also measured in Lipid droplet; calls as there; cell count; measured here: cell count, cytotoxicity flag;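 cells counted across two imaged fields per well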
b-catenin transl cell count 5 µM – further read-out of b-catenin transl, marked with its call; cell count; measured here: cell count, cytotoxicity flag
T cell HTS vesicle-bound % – second read-out of T cell HTS, no call of its own (marks repeat the call); double positive events, %; measured here: CD8+ vesicle-bound cell fraction;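 binding gate set so that unloaded-vesicle control wells show 10% double positive cells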
MT stabilize HCS Hoechst-high % – also measured in MT stabilize HCS; calls as there; % Hoechst-high responders; measured here: nuclear condensation Hoechst responders;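 share of cells brighter than vehicle mean plus two SD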
MT stabilize HCS cytotoxicity % – further read-out of MT stabilize HCS, marked with its call; toxicity, %; measured here: cytotoxicity by cell density;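 0% = mean cell density of plate MIN control wells and 100% = no cells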
Myeloid diff MLP GFP+ MAC1+ % – second read-out of Myeloid diff MLP, no call of its own (marks repeat the call); GFP+ MAC1+ double positive, %; measured here: differentiation confirmed by MAC1 staining
* = called active by the depositor; i = inactive; u = inconclusive; x = no result given.

nr	structure	MT stabilize HCS	MT stabilize HCS Hoechst-high %	MT stabilize HCS cytotoxicity %	TNAP activation fold	Myeloid diff MLP	Myeloid diff MLP GFP+ MAC1+ %	Lipid droplet	Lipid droplet cells 6.5 µM	T cell HTS	T cell HTS vesicle-bound %	Dynein transport	Dynein transport cytoplasmic EGFP	Dynein transport nuclear GR-EGFP	Dynein transport cell count	Ins promoter up	Ins promoter up cell count	b-catenin transl	b-catenin transl cell count 5 µM	human PMI inhibition
1	Cc1cc(C(=O)N/N=C/c2cccn2C)no1	1.4	2.7	8.5	1.1	i	0.5	2	650	i	47	-0.11	-0.22	-0.061	-0.89	0.15	1364	-3.4	509	-1%
2	NC(=O)CC1(CC(=O)O)CCCCC1	3.5	2.4	15	1.1	i	6.6	1	795	i	54	0.85	-0.17	0.54	-0.39	1.3	855	0.4	1061	-1%
3	COCCCNC(=O)Cn1c(=O)n(Cc2ccccc2Cl)c(=O)c2cc(OC)c(OC)cc21	3.4	3.8	4.9	1.1	i	0.1	7	635	i	29	2.2	-0.25	1.2	-1.7	0.38	1336	0.1	1000	7%
4	Cc1ccccc1-n1c(C)nc2ccccc21	3.0	2.1	15	1.2	i	0.2	-16	621	i	11	-0.46	-0.43	-0.34	-0.52	0.28	2012	-0.2	1014	4%
5	O=C(CCC1CCCCC1)NCc1ccccn1	1.5	2.6	12	1.1	i	0.5	38	630	i	39	-1.2	-0.14	-0.31	0.94	1.2	1255	0.9	984	-5%
6	CCOC(=O)C1CCCN(c2nc(C)nc3c2oc2ccccc23)C1 (stereo not drawn)	4.7	6.8	2.7	1.1	i	15	x	x	i	12	0.39	-0.45	-0.0061	0.35	u	x	-3.2	937	5%
7	COc1ccc(C2=Nn3c(nnc3-c3ccccn3)SC2)cc1OC	4.8	2.7	9.0	1.1	i	2.5	x	x	i	30	1	-0.11	1.3	-1.7	0.43	1021	1.0	1185	-1%
8	COc1cc(CN2CCC(C(=O)NC3CCCC3)CC2)cc(OC)c1O	4.9	2.8	11	1.2	i	2.5	x	x	i	30	-0.91	-0.27	-0.25	0.19	0.47	1143	-6.8	922	36%
9	O=C(NCc1ccco1)c1cnn2cccnc12	5.1	3.1	12	1.1	i	0.2	0	639	i	39	2.4	-0.15	1.5	-0.75	0.65	1401	0.7	1511	-5%
10	Cc1cccc(C(=O)N[C@H](C(=O)Nc2nc3ccccc3[nH]2)C(C)C)c1	15	7.3	70	1.5	u	x	u	x	i	2	-0.3	-0.34	-0.45	-0.44	-1.9	805	26	511	4%
11	COc1cc(C(C(=O)NC2CCCCC2)N(Cc2cccs2)C(=O)Cc2c[nH]c3ccccc23)cc(OC)c1OC (stereo not drawn)	3.6	1.3	5.8	1.1	i	2.0	x	x	i	22	-0.33	-0.18	-0.43	1	-0.49	1175	-2.8	1005	6%
12	O=C(/C=C/c1ccc(S(=O)(=O)N2CCOCC2)cc1)N1CCN(c2ccc(F)cc2)CC1	x	x	x	x	i	0.5	40	704	i	54	-0.49	-0.13	-0.1	0.37	-0.16	1043	0.8	1305	x
13	CCOC(=O)CN=C(NS(=O)(=O)c1ccc(Cl)cc1)c1ccccc1	2.4	2.2	4.6	1.1	i	0.3	-3	791	i	30	-0.55	-0.26	-0.46	0.68	x	x	-0.2	926	8%
14	CC(=O)NC1=NC(=O)/C(=C/c2cc(C)n(-c3ccc(NC(C)=O)cc3)c2C)S1	3.4	1.4	5.0	0.9	i	1.0	4	721	i	24	0.98	0.11	0.68	-0.93	x	x	0.1	1133	7%
15	COc1ccc(OC)c(NC(=O)Cn2cccc2)c1	3.1	2.1	6.4	0.9	i	3.8	x	x	i	22	-0.4	-0.22	0.069	0.25	x	x	x	x	-13%
16	CCCCn1c(SCC(=O)NNC(=O)c2ccco2)nnc1-c1ccco1	2.7	1.5	9.7	2	i	0.1	3	680	i	60	2.4	0.047	1.5	-2.4	-0.18	1274	-0.4	1084	-2%
17	CCc1nnc(NC(=O)C(C)C)s1	1.2	1.4	3.8	1.1	i	0.7	-1	787	i	45	-0.6	0.42	0.04	0.42	-0.44	956	x	x	-8%
18	COc1ccc(C(O)(CCc2ccccc2)CCN2CCCCC2)cc1 (stereo not drawn)	5.3	2.0	5.0	1.1	i	0.2	-2	746	i	55	-0.8	-0.025	-0.22	1	-0.25	1238	x	x	-5%
19	O=C(O)CSc1nnc(NC(=O)c2ccc3c(c2)OCO3)s1	0.9	1.1	5.0	1.1	i	0.1	2	692	i	48	0.48	-0.29	0.26	-0.05	-0.33	1343	-0.2	1075	-18%
20	Cc1cc(C(=O)OCC(=O)Nc2ccc(F)c(F)c2)c(C)o1	1.3	1.6	5.6	1.1	i	0.8	-1	736	i	55	-1.6	-0.25	-0.67	0.28	0.51	993	x	x	11%
21	Cn1c(SCc2cccc([N+](=O)[O-])c2)nc2c(c1=O)SCC2	3.4	5.2	7.6	1.1	i	0.7	0	677	i	17	0.78	-0.33	0.17	-0.47	-0.64	1292	-1.9	1152	2%
22	O=C(Oc1ccccc1N1C(=O)C2CCCCC2C1=O)c1ccccc1F (stereo not drawn)	1.2	2.2	4.9	0.9	i	0.7	-11	631	i	32	-0.52	-0.24	0.0016	0.6	0.46	1364	-1.0	925	14%
23	C=CCN1C(=O)C(C)(C)Nc2ccccc21	1.2	2.1	9.2	1.1	i	0.8	-1	773	i	14	-0.6	0.0039	-0.22	0.51	-0.06	1272	-3.6	1220	7%
24	Cc1cc(F)ccc1NC(=O)c1ccc(NS(=O)(=O)c2cc(C(C)(C)C)ccc2C)cc1	3.0	5.2	14	1.1	i	0.6	21	700	i	20	0.096	-0.27	-0.29	-0.012	0.07	1211	-7.1	571	8%
25	COc1cc(C(=S)N2CCCCC2)ccc1OCC(=O)N1CCCC1	3.6	2.4	15	1.1	i	1.5	5	713	i	21	1	-0.26	0.49	0.43	0.59	1097	x	x	11%
26	CCOC(=O)N1CCC2(CC1)C(C#N)=C(N)OC1=C2C(=O)CCC1	2.1	1.4	7.5	1.1	i	0.3	5	756	i	50	-0.62	-0.31	-0.42	1	x	x	0.1	1549	x
27	CCCCN(C(=O)c1cccc(S(=O)(=O)N2CCOCC2)c1)c1c(N)n(CCC)c(=O)[nH]c1=O	1.6	2.4	7.4	1.1	i	0.2	1	710	i	30	1.3	1.2	1	-0.56	0.1	1451	-3.6	1140	-12%
28	C/C(=N\NC(=O)c1csc2ccccc12)c1ccc(O)cc1	2.1	2.0	5.4	1.1	i	0.8	1	758	i	29	-0.4	-0.24	0.015	0.042	0.41	721	-4.1	1207	-1%
29	CCCCn1c(SCC(=O)NCc2cccs2)nc2c1c(=O)n(C)c(=O)n2C	6.9	4.2	4.6	1.1	i	8.5	x	x	i	7	1.3	-0.2	0.74	-0.66	-0.11	938	0.8	1125	9%
30	CC(C(=O)NCC1(c2ccccc2)CCCC1)N1CCCC1 (stereo not drawn)	3.5	3.3	8.9	1.1	i	0.6	x	x	i	34	0.24	-0.24	0.11	0.46	0.34	1348	-2.8	1179	5%
31	Cn1c(=O)c2c(nc(CN3CCN(Cc4ccccc4)CC3)n2Cc2cccc(Cl)c2)n(C)c1=O	2.8	1.9	5.6	1	i	8.0	-14	646	i	9	-0.57	-0.14	0.031	0.57	-1	1288	0.0	1021	26%
32	COc1cc(CCC(=O)Nc2cc(Cl)ccc2N2CCN(C)CC2)cc(OC)c1OC	3.0	2.2	7.9	1	i	5.9	8	699	i	21	-0.17	-0.27	0.4	1.2	0.56	1002	-0.2	883	8%
33	CCOc1ccnc(OCC)c1Br	2.5	1.5	0.5	1.1	i	1.9	18	644	i	29	0.68	-0.23	1.2	-0.41	0.72	1070	1.6	452	-4%
34	C[C@H]1C=C(C(=O)NC2CC2)O[C@@H](OCc2ccc(CO)cc2)C1	x	x	x	x	i	2.0	-9	701	i	31	-0.59	-0.77	-0.12	-0.099	0.06	961	0.2	1311	x
35	C[N+]1(CC(=O)OC2CCCCCCCCCCC2)CCCC1	3.6	1.7	4.9	1.2	i	0.4	-2	709	i	17	-0.059	-0.23	0.1	-0.7	x	x	x	x	39%

Sorted by value in Dynein transport cytoplasmic EGFP (largest number first): some entries from above
no.	molecule	Dynein transport cytoplasmic EGFP
27	CCCCN(C(=O)c1cccc(S(=O)(=O)N2CCOCC2)c1)c1c(N)n(CCC)c(=O)[nH]c1=O	1.2
33	CCOc1ccnc(OCC)c1Br	-0.23
28	C/C(=N\NC(=O)c1csc2ccccc12)c1ccc(O)cc1	-0.24
